pPAFAH FP inh – pPAFAH (human) enzyme inhibition; 1.5% of 330,000 active; inhibition, % at 3.39 µM; recombinant pPAFAH, FP-rhodamine probe fluorescence polarization; Q13093;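 active means inhibition above the mean inhibition across the screen plus 3 SD, cut at about 25% in these data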;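 further: inhibitors block binding of the rhodamine activity-based probe so polarization drops; 0% = enzyme with DMSO and 100% = wells lacking pPAFAH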
GLD-1 RNA inh – GLD-1-TGE RNA interaction inhibition (C. elegans). purified GLD-1 + fluorescein TGE RNA, fluorescence polarization. 0.44% of 320,000 active. inhibition, % at 5.96 µM;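 active means percent inhibition above a per-plate cutoff, the plate mean of test compounds plus 3 SD, cut at about 30% in these data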;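 further: 0% = DMSO wells with GLD-1 and probe and 100% = wells lacking GLD-1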
PME-1 primary – blocks human protein phosphatase methylesterase 1; AID 2130; inhibition, % at 5.9 µM; recombinant PME-1, FP-Rh probe fluorescence polarization; 0.53% of 320,000 active; Q9Y570;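 active means inhibition above the campaign mean of all compounds plus 3 SD, cut at about 26% in these data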;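 further: competitive labeling of PME-1 active site by serine hydrolase directed probe; 0% = PME-1 with DMSO and 100% = wells lacking PME-1 enzyme; inhibitors block probe labeling so polarization falls and inhibition rises; many of its hits are not listed in these tables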
AHR activator – activates the human aryl hydrocarbon receptor | P35869 | AHR-responsive luciferase reporter cells, luminescence | activation, % at 5 µM | 2.5% of 320,000 active; in the data active means activation above about 47%;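 further: 0% = vehicle wells and 100% = reference agonist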
MEX-5 binding – C. elegans MEX-5 TCR-2 RNA binding activity; activity score (negative = inhibition of binding), % at 10 µM; 0.38% of 300,000 active; Q9XUB2; AID 1832; MEX-5/FITC-TCR2 RNA binding, fluorescence polarization; active compounds read low;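 active means inhibition past about -25% in most replicates, and total fluorescence under double the plate's negative control median, limit read from the data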;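 further: 0% = DMSO and -100% = 5 µM competing unlabeled TCR2 RNA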
Target sequence (Q9XUB2 whole entry, looked up): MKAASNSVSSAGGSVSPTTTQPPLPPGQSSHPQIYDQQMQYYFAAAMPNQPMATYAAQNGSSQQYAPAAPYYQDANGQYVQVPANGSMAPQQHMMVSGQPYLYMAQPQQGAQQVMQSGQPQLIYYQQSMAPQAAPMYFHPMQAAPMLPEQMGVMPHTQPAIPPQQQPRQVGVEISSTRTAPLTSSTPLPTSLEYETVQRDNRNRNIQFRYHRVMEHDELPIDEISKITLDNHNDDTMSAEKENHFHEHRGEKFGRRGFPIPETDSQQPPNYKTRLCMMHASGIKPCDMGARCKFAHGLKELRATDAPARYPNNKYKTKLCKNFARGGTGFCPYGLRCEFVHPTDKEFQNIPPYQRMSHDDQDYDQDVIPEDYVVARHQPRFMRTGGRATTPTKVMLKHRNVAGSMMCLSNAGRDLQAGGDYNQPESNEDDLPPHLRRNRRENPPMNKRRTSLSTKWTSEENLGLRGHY
BCLXL inh – inhibitors of human Bcl-xL. Q07817. GST-Bcl-xL / FITC-Bim BH3 peptide fluorescence polarization. inhibition, % at 10.9 µM. 0.7% of 320,000 active;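 active means inhibition above the mean of all tested compounds plus 3 SD, cutoff set per campaign, cut at about 30% in these data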;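 further: 0% = DMSO wells and 100% = unlabeled Bim-BH3 peptide competitor; inhibitors lower millipolarization by displacing the labeled peptide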
Target sequence (Q07817 whole entry, looked up): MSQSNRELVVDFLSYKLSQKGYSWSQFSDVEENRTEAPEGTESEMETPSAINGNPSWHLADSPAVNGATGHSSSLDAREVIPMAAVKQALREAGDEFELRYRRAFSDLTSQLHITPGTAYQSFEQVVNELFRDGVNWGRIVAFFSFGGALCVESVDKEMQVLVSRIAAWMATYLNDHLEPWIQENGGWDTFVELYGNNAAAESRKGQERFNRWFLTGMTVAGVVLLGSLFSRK
Fam108B counter – Fam108B inhibition, counter-screen for RBBP9 inhibitors; inhibition, % at 9.51 µM; recombinant Fam108B, FP-Rh probe fluorescence polarization; 0.33% of 300,000 active;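 active means inhibition above the screen mean inhibition plus 3 SD, computed separately per campaign, cut at about 18% in these data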;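 further: inhibitors lower polarization as less probe binds the enzyme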
PAFAH1B2 inh – blocks human PAF acetylhydrolase 1b catalytic subunit 2; P68402; recombinant PAFAH1B2, FP-rhodamine activity probe, fluorescence polarization; inhibition, % at 3.39 µM; 1.2% of 340,000 active;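 active means inhibition above the mean of all tested compounds plus 3 SD, cut at about 24% in these data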;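 further: 0% = enzyme with DMSO and 100% = wells lacking PAFAH1B2; many of its hits are not listed in these tables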
Target sequence (P68402 whole entry, looked up): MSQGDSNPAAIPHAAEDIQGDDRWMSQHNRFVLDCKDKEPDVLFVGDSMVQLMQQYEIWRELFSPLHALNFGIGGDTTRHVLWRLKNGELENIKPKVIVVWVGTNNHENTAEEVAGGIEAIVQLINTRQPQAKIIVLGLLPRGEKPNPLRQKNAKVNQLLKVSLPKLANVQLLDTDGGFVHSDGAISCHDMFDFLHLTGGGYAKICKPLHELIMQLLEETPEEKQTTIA
MCL1 BIM primary – disrupts human MCL1 binding to BIM-BH3 peptide | Q07820 | GST-MCL1 / FITC-Bim-BH3 fluorescence polarization | inhibition, % at 10.9 µM | 0.68% of 320,000 active | AID 2057;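 active means inhibition above the mean inhibition of all tested compounds plus 3 SD, set per campaign, cut at about 40% in these data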;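 further: 0% = DMSO wells and 100% = unlabeled Bim-BH3 peptide control; higher means more loss of mP so more displacement of Bim peptide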
An asterisk follows results filed as active; nt = no result given. An excerpt; the hit share may differ from the screen's.

SMILES | pPAFAH FP inh | GLD-1 RNA inh | PME-1 primary | AHR activator | MEX-5 binding | BCLXL inh | Fam108B counter | PAFAH1B2 inh | MCL1 BIM primary
COc1ccccc1CNC(=O)CCC(=O)n1ncc2cc(C)ccc21 | 1 | 2 | -1 | 1 | 3.1 | 0 | 3 | 0 | 10
C/C=C/C(=O)N1c2ccccc2C(C)=CC1(C)C | -9 | -4 | -9 | -2 | 2.1 | -6 | -5 | 0 | -7
CCn1c(=O)c(C(=O)NCc2ccccc2OC)c(O)c2ccccc21 | 3 | -3 | -2 | 4 | 0.6 | 8 | 0 | 4 | 15
COc1ccc(NC(=O)C(=O)NNC(=O)c2ccc(Cl)cc2Cl)cc1 | 4 | 6 | 0 | 0 | 0.2 | 5 | 2 | 3 | 7
CC(C)=C1C(=O)NN(c2ccc(F)c(Cl)c2)C1=O | 23 | -9 | 5 | -1 | -4.2 | -12 | 4 | 2 | -31
CC(=O)NC(CC(=O)NCCCn1ccc2ccccc21)c1ccccc1 (stereo unspecified) | 1 | -2 | 1 | 1 | 0.1 | 3 | -1 | 11 | 5
CS(=O)(=O)c1ccc(-c2sc3ccccc3c2C(=O)NCCCN2CCOCC2)cc1 | -1 | -2 | nt | 1 | nt | nt | nt | 5 | nt
Cc1nc2nc(Cc3ccccc3)[nH]n2c(=O)c1Cc1ccccc1 | 2 | 4 | -1 | 20 | nt | 10 | 6 | 6 | 14
COc1ccc(C(=O)NC(=O)COC(=O)c2ccc(C)o2)cc1 | -4 | 0 | 5 | 2 | nt | 4 | nt | 8 | -1
CCC1=NN(C(=O)C(=O)NCCc2ccccc2)C(O)(C(F)(F)F)C1 (stereo unspecified) | 3 | 4 | 4 | 2 | -2.4 | 0 | -1 | 3 | 0
C=CCN1C2CCCC1CC(NC(=O)Nc1cc(C)cc(C)c1)C2 (stereo unspecified) | -3 | -4 | -7 | 15 | 0.1 | -1 | -4 | 6 | 2
CS(=O)(=O)Oc1ccc2c(c1)O/C(=C\C=C\c1ccccc1)C2=O | 7 | 28 | -3 | -2 | -42* | 9 | 3 | 6 | 9
Cn1c(CCC(=O)OCC(=O)NCc2ccccc2Cl)nc(=O)c2ccccc21 | 2 | 2 | -3 | -1 | -0.6 | 2 | 4 | 3 | 4
CN(C)S(=O)(=O)c1ccc(S(=O)(=O)N(CC(=O)Nc2ccccc2)Cc2ccco2)cc1 | -3 | 2 | 2 | 0 | -0.9 | -5 | -1 | 5 | -5
N#Cc1ccccc1OCc1cccc(S(=O)(=O)N2CCOCC2)c1 | -3 | -1 | 6 | 2 | nt | 3 | nt | 6 | 2
COC(=O)c1cn(C(=O)/C=C/c2ccc(OC)c(OC)c2)c2ccccc12 | -3 | 4 | 17 | 2 | 1.4 | 5 | -12 | 2 | 5
CCOc1ccccc1OCCCOc1ccc(C)cc1Cl | 6 | -2 | 2 | 5 | -0.7 | 0 | 0 | 5 | -2
COc1ccc(-c2noc(C3CCCN(C(=O)CCc4ccccc4)C3)n2)cc1 (stereo unspecified) | 6 | -1 | -3 | -2 | 1.1 | 2 | 4 | 2 | -8
COc1ccccc1NS(=O)(=O)c1cc(NC(=O)c2sccc2C)ccc1N1CCOCC1 | -6 | -3 | -9 | 15 | 3.1 | 3 | -6 | -3 | 5
COc1ccc(N(CC(=O)O)S(=O)(=O)c2cccnc2)cc1 | -1 | 1 | 4 | 4 | 0.5 | 0 | -1 | 2 | 1
CCOC(=O)C1=C(C)N=c2s/c(=C3/C(=O)Nc4ccccc43)c(=O)n2C1c1ccc(C)cc1 (stereo unspecified) | -4 | -5 | -2 | 31 | -3.1 | 13 | 5 | 15 | 18
O=C(COC(=O)c1cc(=O)[nH]c2ccccc12)Nc1ccc(F)cc1 | 1 | 5 | nt | 7 | nt | nt | nt | 3 | nt
CC1CCN(C(=O)c2cc(S(=O)(=O)N3CCCCC3)c[nH]2)CC1 | 0 | 4 | 0 | 0 | 0.0 | 2 | 2 | -2 | 1
Cc1nnc(SCC(=O)Nc2ccc(F)cc2F)n(N)c1=O | 5 | 1 | -8 | 4 | -1.0 | 2 | -1 | 1 | 7
COc1ccccc1N1CCN(C(c2cccs2)C(C)NS(=O)(=O)c2ccccc2)CC1 (stereo unspecified) | 2 | -3 | -10 | 8 | 1.4 | 3 | -6 | 1 | -1
COc1cc(NC(=O)C2CCN(c3cnccn3)CC2)cc(OC)c1OC | 1 | -3 | -1 | 1 | 1.2 | 8 | -4 | -1 | -1
Cc1cc(C)n2c(SCc3ccc(Br)cc3)nnc2n1 | 7 | 3 | 11 | -5 | -2.6 | 7 | -3 | nt | 6
CC(=O)N1c2c(cc(Br)cc2S(=O)(=O)N2CCN(c3ccccc3F)CC2)CC1C (stereo unspecified) | 2 | -1 | 0 | 0 | -4.1 | -2 | -3 | 7 | -3
COCCC(=O)NC12CC3CC(CC(C3)C1)C2 | -6 | -6 | -3 | 1 | 0.1 | 0 | -2 | 7 | -3
CC(C)NS(=O)(=O)c1ccc(NC(=O)C(C)OC(=O)C2CCC2)cc1 (stereo unspecified) | 3 | 4 | 2 | 2 | nt | -1 | nt | 3 | -10
CCn1c(=N)n(CC(=O)c2ccc(OC)c(OC)c2)c2ccccc21 | 0 | -4 | 1 | 36 | -1.2 | 1 | -3 | 4 | 0
O=S(=O)(NCC1CCN(c2ccc(S(=O)(=O)N3CCOCC3)cc2)CC1)c1ccc(F)cc1 | 22 | -7 | 5 | -5 | -2.0 | 6 | 1 | 5 | 2
CC1=NOC(=O)/C1=C/c1ccc(O)c(Br)c1 | 2 | 2 | -2 | 2 | 19 | 3 | -4 | 2 | -6
O=C(COC(=O)Cc1ccsc1)Nc1cccc(F)c1 | 29* | -1 | 4 | 0 | nt | 4 | nt | 9 | 2
CCOc1ccc2oc(C(=O)OCC(=O)NC3CCCC3)c(C)c2c1 | 14 | -1 | 0 | 2 | nt | 1 | nt | 3 | -4
Cn1c(=O)c2c(nc(SCC(=O)c3cccs3)n2Cc2ccc(F)cc2)n(C)c1=O | -3 | -4 | 3 | -2 | -0.7 | -4 | -2 | 9 | -9
COc1cc(-c2nnc(NC(=O)CCS(=O)(=O)c3ccc(F)cc3)o2)cc(OC)c1OC | -9 | -2 | -4 | 6 | -1.3 | -1 | -3 | 13 | 6
O=C(Cc1ccc([N+](=O)[O-])cc1)N1N=C2CCCCC2C1(O)C(F)(F)F (stereo unspecified) | 4 | 2 | -2 | -2 | -2.0 | 5 | 2 | nt | 4
Cc1ccc(NC(=S)NCC(C)CSc2ccc(Cl)cc2)cc1 (stereo unspecified) | -4 | 3 | -14 | 1 | 1.1 | 7 | -14 | 4 | 8
O=C(COc1ccc2c3c(c(=O)oc2c1)CCCC3)NCc1cccnc1 | 7 | 1 | -1 | -3 | 1.0 | 5 | 1 | 2 | 5
CC12CCC(C(=O)Nc3ccccc3Br)(C/C1=N\O)C2(C)C (stereo unspecified) | -11 | 7 | -2 | 0 | 0.9 | 2 | -1 | 7 | 2
COc1ccc(C(=O)N2CCN(Cc3ccccc3[N+](=O)[O-])CC2)cc1 | 5 | 8 | -6 | -1 | 1.8 | 10 | -2 | -3 | 7
CNC(=O)CSc1nnc(-c2ccco2)n1-c1cccc(C)c1 | 3 | -1 | 6 | -1 | 1.2 | -2 | -4 | 6 | 7
CCc1ccc(C(=O)COC(=O)CNC(=O)CNC(=O)Cc2ccccc2)cc1 | 12 | 5 | -8 | -2 | 1.5 | 4 | 4 | 4 | 8
CCNC(=O)/C(C#N)=C/c1c(N2CC(C)OC(C)C2)nc2ccccn2c1=O (stereo unspecified) | -3 | 3 | -3 | -5 | -0.3 | 5 | 0 | 1 | 7
CN(C(=O)c1cccc(NC(=O)c2cccs2)c1)c1ccccc1 | -3 | 1 | 3 | 7 | 1.0 | 0 | 1 | 0 | -9
CSc1ccc(CN(C)Cc2nc3cc(C(F)(F)F)ccc3c(=O)[nH]2)cc1 | 5 | 0 | 0 | -1 | 0.8 | 2 | -2 | 7 | -5
Cc1nn(C(C)C(=O)NCC2CCCO2)c(C)c1[N+](=O)[O-] (stereo unspecified) | 1 | 8 | 6 | 2 | -0.3 | 10 | 4 | 4 | 10
CC(=O)Nc1ccc(CN2CCN(CC=C(C)C)C(CCO)C2)cc1 (stereo unspecified) | -1 | 7 | 2 | 2 | 0.4 | 4 | -1 | 3 | 5
Cc1ccc(-n2nc3c(c2NC(=O)CC(C)C)CS(=O)(=O)C3)c(C)c1 | 6 | 6 | -6 | 1 | -2.9 | 2 | 0 | 0 | -2
CCn1c(C(C)NS(=O)(=O)c2ccc(Cl)cc2)n[nH]c1=S (stereo unspecified) | 1 | 2 | -2 | 0 | 1.7 | -3 | -2 | 21 | -15
O=C1NC(=S)N(c2cccc(Cl)c2)C12CCCCC2 | 0 | -1 | 1 | 0 | 1.6 | 8 | -1 | 11 | 10
CCCCCN(C(=O)CCC(=O)OCC(=O)N(C)C1CCCCC1)c1c(N)n(CCCC)c(=O)[nH]c1=O | 0 | -2 | -4 | -2 | -1.7 | 2 | 1 | 4 | 1
COc1cc(C(=O)NCCC(=O)NCc2ccc3c(c2)OCO3)cc(OC)c1OC | 6 | 3 | 3 | 19 | nt | -3 | -1 | 1 | 1
CCc1ccc(CN(C(=O)COc2c(C)cccc2C)C2CCS(=O)(=O)C2)cc1 (stereo unspecified) | 4 | -1 | -2 | 4 | -0.5 | 4 | 2 | 2 | -3
O=C(COC(=O)C1CCN(c2ccc(C(F)(F)F)cn2)CC1)c1cccc(Br)c1 | 12 | 5 | -6 | 3 | 2.9 | -5 | -4 | -2 | -8
COc1cc(/C=C/c2nc(-c3ccccc3O)n[nH]2)cc(OC)c1OC | 3 | 2 | -5 | 9 | -1.8 | 3 | 8 | 7 | 3
O=C(NCc1ccco1)c1cc2n(n1)C(C(F)(F)F)CC(c1ccc(Br)cc1)N2 (stereo unspecified) | 12 | 7 | -1 | 3 | -3.7 | 0 | 0 | 3 | -6
O=c1oc2ccccc2c(N2CCCC2)c1CN1CCCC1 | 0 | 6 | -2 | 6 | 2.3 | 4 | 6 | -1 | 8
COc1ccccc1-n1c(C)c(C(=O)O)c2cc(OC)c3ccccc3c21 | 3 | 7 | 3 | 2 | 4.7 | -1 | 1 | 3 | 0
(listing goes on)
SMILES | pPAFAH FP inh | GLD-1 RNA inh | PME-1 primary | AHR activator | MEX-5 binding | BCLXL inh | Fam108B counter | PAFAH1B2 inh | MCL1 BIM primary
Cc1ccc(-c2nc(N=Nc3ccc(O)cc3)n[nH]2)cc1 | 4 | -5 | -44 | 44 | -5.3 | 3 | 1 | 4 | 0
CN(Cc1cnn(C)c1)C(=O)c1ccc(OC2CCN(CCc3ccccc3)CC2)cc1 | 5 | 6 | 0 | -2 | -2.7 | 4 | -4 | 1 | 15
COC(C(=O)Nc1ccnn1C1CCN(C(=O)c2ccc(C)cc2)CC1)c1ccccc1 (stereo unspecified) | 1 | -1 | -1 | 0 | -0.4 | 0 | 3 | 3 | -4
CCOC(=O)Cn1cc(/C=N/NC(=O)c2ccc(C#N)cc2F)c2ccccc21 | 2 | -3 | 1 | 4 | 0.6 | -2 | -2 | -3 | -1
Cc1ccc(NC(=O)CCCn2c(=O)oc3ccccc32)c(O)c1 | 9 | -5 | 5 | 17 | -1.4 | 6 | -5 | 5 | -2
O=S(=O)(c1ccc(Cl)cc1)N1CCC(N2CCCCCC2)CC1 | -2 | -1 | 1 | 0 | -0.4 | 2 | -2 | 3 | 4
